# Screening data deposited in PubChem BioAssay by National Center for Advancing Translational Sciences (NCATS).
# AmpC inh no detg: blocks E. coli AmpC beta-lactamase in detergent-free assay; AmpC nitrocefin hydrolysis, absorbance 480 nm, 0.0001% Triton; Potency, µM (doses to about 57.1 µM), inactives show at the highest dose activity change, negative = inhibition, actives largely listed as inhibitors; 0.52% of 330,000 active; AID 485341;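 note: potency is the fitted concentration of half-maximal effect; plate controls were no compound for no effect and no enzyme for full effect; nearly all actives have a fitted effect of over 20% in size; some results filed as inactive show a strong effect at the top dose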
# Target sequence (P00811 whole entry, looked up): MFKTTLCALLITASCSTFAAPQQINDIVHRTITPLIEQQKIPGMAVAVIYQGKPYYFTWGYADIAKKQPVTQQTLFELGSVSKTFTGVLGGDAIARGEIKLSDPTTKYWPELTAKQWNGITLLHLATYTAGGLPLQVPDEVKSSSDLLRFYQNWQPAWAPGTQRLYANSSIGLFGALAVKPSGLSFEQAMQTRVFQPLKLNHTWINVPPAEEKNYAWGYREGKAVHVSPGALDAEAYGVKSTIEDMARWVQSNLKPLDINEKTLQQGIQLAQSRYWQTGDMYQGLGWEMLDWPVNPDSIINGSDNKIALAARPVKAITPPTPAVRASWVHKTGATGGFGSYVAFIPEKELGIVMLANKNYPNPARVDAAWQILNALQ
#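 AmpC (5.3 nM in the dispensed reagent) in 20 mM phosphate pH 7.0 with 0.01% (detergent screen) or 0.0001% Triton X-100 was preincubated with compounds for 15 min at room temperature. Nitrocefin was then added from an 800 uM solution, and hydrolysis was followed at 480 nm.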
# HCV inh: HCV inhibition | Potency, µM (titrated, usually from 41.8 µM), for the others: at the highest dose activity change, negative = inhibition, actives largely listed as inhibitors | Huh7.5.1 HCVcc-Cre infection, luciferase reporter, 44 h | 3.4% of 340,000 active; note: potency is the fitted concentration of half-maximal effect
#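 Infectious HCVcc-Cre (~0.5 moi) was added to cells just after compound, with cells seeded 4 h earlier at 1,000 per well. Luciferase activity after 44 h culture reported infection; substrate was incubated 15 min at room temperature before reading.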
# AmpC inh detg: blocks E. coli AmpC beta-lactamase in detergent assay; P00811; AmpC hydrolysis of nitrocefin, absorbance 480 nm, 0.01% Triton; Potency, µM (series often up to 114 µM), for the others: top-dose activity change, negative = inhibition, most hits filed as inhibitors; 0.041% of 370,000 active; AID 485294;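 note: potency is the fitted concentration of half-maximal effect; 0% = no-compound wells and -100% = no-enzyme wells; nearly all actives have a fitted effect of over 25% in size; some results filed as inactive show a strong effect at the top dose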
#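 20 mM phosphate pH 7.0 + 0.01% (detergent screen) or 0.0001% Triton X-100; 5.3 nM AmpC reagent; cpd preinc 15 min RT; nitrocefin (800 uM stock) to start; A480 q20 s × 4 min; Activity was normalised to no-enzyme and no-compound control wells.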
# TbPYK inhibitor: inhibitors of Trypanosoma brucei pyruvate kinase; Q57TT1; TbPYK enzyme, Kinase-Glo Plus ATP luminescence, 45 min; Potency, µM (top dose mostly 76.8 µM), inactives show top-dose activity, negative = inhibition, actives largely listed as inhibitors; 0.12% of 410,000 active; AID 624173; note: potency is the fitted concentration of half-maximal effect; nearly all actives have a fitted effect of over 50% in size
#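 Quantitative HTS: titrated library compounds versus trypanosomal pyruvate kinase in TEA buffer (pH 7.2) containing KCl, MgCl2, BSA and Tween-20. Reactions were initiated with ADP, 130 uM final. Kinase-Glo Plus luminescence was read after 45 min at RT.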
# HCMV inh: blocks human cytomegalovirus replication; HFF cells, HCMV-luciferase reporter, 72 h; stronger effect = lower value; activity change, negative = inhibition, % at 57.5 µM; 4.5% of 410,000 active; AID 1259415; in the data active = activity change below about -60%; inconclusive = no clear call, values can overlap the other calls; inactive = above about -39%
#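 Inhibition of viral replication was scored as loss of reporter luminescence in HFFs infected with HCMV-luciferase (MOI 1 PFU/cell) for 72 h; compounds tested at 2 doses, normalized to buffer and Salinomycin controls.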
# AMA1-RON2 inh: inhibitors of Plasmodium falciparum AMA1-RON2 interaction | AID 720542 | 0.2% of 360,000 active | AlphaScreen AMA1-biotinylated RON2 peptide binding | Potency, µM (titrated, usually from 58.2 µM), inactives show at the top dose activity change, negative = inhibition, hits mostly inhibitors;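 note: potency is the fitted concentration of half-maximal effect; 0% = vehicle wells and -100% = peptide control; nearly all actives have a fitted effect of over 45% in size; some results filed as inactive show a strong effect at the top dose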
#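 AMA1 (3D7) with his tag at 25 nM final met compounds first, then biotinylated RON2 peptide at 25 nM; detection used donor plus acceptor beads, 10 µg/mL apiece, read by AlphaScreen after 30 min at room temperature.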
# LmPK inhibitor: LmPK (Leishmania mexicana) enzyme inhibition; purified LmPK, Kinase-Glo ATP luminescence, 1 h; Potency, µM (doses to about 57.5 µM), without a hit: top-dose activity change, negative = inhibition, most hits filed as inhibitors; AID 1721; 0.37% of 290,000 active; note: potency is the fitted concentration of half-maximal effect
# Target sequence (Q27686 whole entry, looked up): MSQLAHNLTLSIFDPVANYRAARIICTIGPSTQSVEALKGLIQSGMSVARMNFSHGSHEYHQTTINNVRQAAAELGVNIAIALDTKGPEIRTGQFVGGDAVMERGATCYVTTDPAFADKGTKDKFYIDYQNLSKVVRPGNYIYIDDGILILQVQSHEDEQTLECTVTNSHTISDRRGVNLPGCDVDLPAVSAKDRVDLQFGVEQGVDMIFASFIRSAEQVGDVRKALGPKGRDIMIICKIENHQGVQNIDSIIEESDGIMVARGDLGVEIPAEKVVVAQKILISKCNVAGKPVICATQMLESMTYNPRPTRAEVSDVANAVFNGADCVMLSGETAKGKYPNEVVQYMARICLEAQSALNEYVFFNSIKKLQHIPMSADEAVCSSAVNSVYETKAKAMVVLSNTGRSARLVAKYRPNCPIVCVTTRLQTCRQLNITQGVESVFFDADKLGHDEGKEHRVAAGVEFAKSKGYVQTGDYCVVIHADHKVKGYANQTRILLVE
#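 Pyruvate kinase activity monitored as ATP production (luciferase luminescence). Conditions: 0.1 nM enzyme, 0.5 mM PEP, 0.1 mM ADP, 1 h, RT; normalized against uninhibited and no-enzyme wells.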
# An asterisk follows results filed as active; ? = inconclusive; . = no result given; [ ] = remark or other dose. Unless noted, calls come from the whole dose curve; as a rule, active = well fitted curve in the direction sought with a large enough effect; inconclusive = small, poorly fitted or top-dose-only effect, or another doubt; inactive = no such curve, though single readings can be large; an effect the other way counts as inactive or inconclusive. Unless noted, % is set by controls: 0 for no effect and ±100 for the full control effect.
canonical_smiles	AmpC inh no detg	HCV inh	AmpC inh detg	TbPYK inhibitor	HCMV inh	AMA1-RON2 inh	LmPK inhibitor
CC1CC(C)CN(C(=O)COC(=O)CCc2nc3ccccc3c(=O)[nH]2)C1 (stereo not drawn)	0%	10%	?	0%	-30	2%	2%
CC(Sc1n[nH]c(-c2cccs2)n1)C(=O)Nc1ccccc1F (stereo not drawn)	-26%	-11%	-15%	0%	-15	-10%	.
COc1ccccc1Cn1nnc2c(=O)[nH]c(C3CCN(C(=O)c4ccc(F)cc4)CC3)nc21	65%[activator]	5%	-1%	1%	-33	0%	0%
CC1CCN(c2oc(Cc3cccc4ccccc34)nc2C#N)CC1	-21%	?	?	-10%	-17	?	-1%
C[C@@H]1CN([C@@H](C)CO)C(=O)c2cc(N(C)C)ccc2O[C@@H]1CN(C)Cc1ccncc1	10%	8%	.	-9%	13	12%	.
NNC(=O)c1ccc(S(=O)(=O)N2CCc3ccccc32)cc1	-31%	3%	-1%	-2%	1	157%[activator]	-1%
N#C/C(=C(/O)COc1ccccc1)c1nc2ccccc2s1	-20%	14%	?	-2%	-25	-11%	-1%
Cc1cc(OCC(=O)NC2CC2)c2c(C)c(C)c(=O)oc2c1	5%	-15%	-2%	3%	29	-7%	2%
CCc1ccccc1-n1nnnc1SCC(=O)Nc1cc(C)on1	-8%	-11%	2%	3%	9	3%	-1%
Clc1cccc(Cl)c1COc1ccncc1	-11%	-4%	-1%	2%	-9	5%	-1%
C[C@@H]1CCCCO[C@@H](CN(C)S(=O)(=O)c2ccc(F)cc2)[C@@H](C)CN([C@H](C)CO)C(=O)c2cc(NC(=O)c3ccccc3)ccc2O1	.	.	.	3%	-31	0%	.
Cc1ccc(N=Nc2ccc3ccccc3c2O)cc1	-2%	-1%	-8%	-17%	?	2.8µM*	-18%
Cc1cccc(CCNS(=O)(=O)c2ccc3c(c2)NC(=O)CS3)c1	-40%	-25%	-4%	-9%	38	-3%	-9%
O=S1c2ccccc2Sc2ccccc21	.	22%	.	-3%	-6	-1%	.
COCCN(CCOC)C(=O)COC(=O)c1cc([N+](=O)[O-])ccc1Cl	-11%	-1%	-4%	5%	0	-14%	-6%
COc1ccc(CNC(=O)c2ccc(S(=O)(=O)N3CCCC3)cc2)cc1OC	7%	12%	-13%	1%	-15	-4%	-4%
Cc1cccc(Nc2nnc(-c3ccc(C(=O)N4C[C@H]5C[C@H](C4)c4cccc(=O)n4C5)cc3)c3ccccc23)c1	190%[activator]	?	1%	-9%	?	13%	2%
COc1ccc(N(C(=O)c2snc(C(N)=O)c2N)C(C(=O)NC2CCCCC2)c2ccc(F)cc2)c(OC)c1 (stereo not drawn)	0%	-13%	0%	0%	?	-4%	-2%
O=C(NCC1CCCN(Cc2cccc(OCCO)c2)C1)c1ccc(F)cc1 (stereo not drawn)	-11%	-8%	8%	3%	-21	-2%	1%
N#Cc1c(-c2ccc(F)cc2)ccnc1N1CCOCC1	4%	13%	-6%	-1%	-13	10%	1%

canonical_smiles	AmpC inh no detg	HCV inh	AmpC inh detg	TbPYK inhibitor	HCMV inh	AMA1-RON2 inh	LmPK inhibitor
CCOc1ccc2nc(NC(=O)CSc3nc4c(c(=O)n(C)c(=O)n4C)n3C(C)C)sc2c1	-5%	?	-10%	-2%	-1	2%	0%
C#CCSc1cc(C(F)(F)F)nc(-c2ccccn2)n1	0%	-30%	-5%	3%	?	-17%	0%
Cc1ccc(SCC(=O)Nc2c(Br)cnn2C)cc1	-4%	-13%	4%	2%	-6	12%	-1%
CCOC(=O)c1c(-c2cccc([N+](=O)[O-])c2)csc1N	-11%	-16%	0%	-11%	?	-6%	0%
O=C(CCC(=O)N1CCN(c2ccccc2F)CC1)N1CCN(c2ccc(F)cc2)CC1	88%[activator]	?	1%	6%	-62*	-9%	0%
COc1cccc(-c2nc(C(=O)NCC3CCCO3)cc3c2[nH]c2ccccc23)c1 (stereo not drawn)	32%	11µM*	?	-2%	-18	-4%	-5%
CCCCn1nnnc1C(c1ccccc1)N1CCN(Cc2c(F)cccc2Cl)CC1 (stereo not drawn)	.	.	.	0%	-33	-8%	.
CCCS(=O)(=O)NCCc1cc2c(C)ccc(C)c2[nH]c1=O	30%	?	10%	3%	?	-1%	2%[11.5 µM]
CC1CCN(S(=O)(=O)c2ccc(-c3nnc(SCc4cccnc4)o3)cc2)CC1	-3%	5%	?	-2%	45	6%	8%
CN(Cc1cccs1)C(=O)C1CCN(S(=O)(=O)c2ccccc2)CC1	3%	6%	-1%	6%	-5	5%	.
COc1cc(OC)cc(-c2c(-c3cccs3)c3cc(-c4cccc5[nH]ccc45)ccc3n2C)c1	-23%	?	-2%	3%	-8	-10%	.
Cc1ccc(C(=O)NC2(C(F)(F)F)N=C(c3ccccc3)N(Cc3ccccc3)C2=O)cc1 (stereo not drawn)	.	.	-1%	1%	?	.	.
NS(=O)(=O)c1cc(C2(O)NC(=O)c3ccccc32)ccc1Cl (stereo not drawn)	-15%	3%[8.37 µM]	-11%	0%	-20	8%	-5%
Cc1cccc(C(=O)Nc2sc3c(c2C(=O)NCc2ccco2)CCCC3)c1	.	.	-6%	0%	23	.	.
CCc1nn(CC(=O)NCCCOC)c(=O)c2cc3occc3n12	.	.	8%	-1%	2	.	.
Cn1cc(Cl)c(C(=O)N/N=C/c2ccc(OS(=O)(=O)c3ccccc3)cc2)n1	-16%	?	?	3%	-28	9%	4%
CC(O)[C@@H](NC(=O)C1CCC(CNC(=O)[C@H](Cc2ccccc2)NC(=O)OC(C)(C)C)CC1)C(=O)O (stereo partly drawn)	-6%	16%	-5%	0%	5	-4%	-9%
COc1ccccc1NC(=S)N(Cc1ccccc1)Cc1ccccn1	-24%	12%	?	-7%	-14	16%	1%
Cc1c(NC(=O)COc2cccc(F)c2)c(=O)n(-c2ccccc2)n1C	-10%	-5%	0%	5%	0	-16%	.
OCCC1CN(Cc2cccn2-c2nccs2)CCN1Cc1ccccc1 (stereo not drawn)	1%	-7%	0%	-2%	-23	-4%	2%

canonical_smiles	AmpC inh no detg	HCV inh	AmpC inh detg	TbPYK inhibitor	HCMV inh	AMA1-RON2 inh	LmPK inhibitor
CCOc1ccc(N(Cc2ccccc2)C(=O)c2nc(S(C)(=O)=O)ncc2Cl)cc1	.	.	11%	-5%	-101*	.	.
O=C(NCc1ccccc1F)C1CCN(C(=O)NCc2ccccc2)CC1	-10%	8%	?	6%	23	3%	-3%
Cc1ccc([C@@H]2CC=C(C(=O)O)[C@H](c3ccc(Br)cc3)N2S(=O)(=O)c2ccc(C)cc2)cc1	-3%	12%	.	1%	-18	3%	.
O=C(c1ccc(OC(F)(F)F)cc1)c1ncc[nH]1	-7%	8%	0%	-1%	.	7%	2%
S=C(NCCc1ccccc1)Nc1ccc(Cl)cc1Cl	-20%	-19%	-8%	0%	-40	92%[activator]	-1%
COc1ccc(NS(=O)(=O)c2ccc(SC)cc2)c(OC)c1	-29%	?	-8%	-4%	-2	-1%	7%
COc1ccc(C(=O)NNC(=O)c2cc(C)[nH]n2)cc1	-16%	-11%	?	3%	24	116%[activator]	-1%
COc1cccc2[nH]c3c(N4CCc5ccccc5C4)ncnc3c12	-24%	11µM*	-5%	3%	.	-11%	-5%
COc1cc(OC)c(NC(=O)c2ccoc2C)cc1Cl	-17%	?	2%	0%	19	-3%	-8%
COc1cc2nc(CSc3nc(-c4ccc(F)cc4)cs3)[nH]c(=O)c2cc1OC	-17%	?	?	-2%	-7	13%	-1%
COc1ccc(-c2n[nH]c3c2C(c2ccc(Cl)cc2Cl)NC3=O)cc1 (stereo not drawn)	.	.	1%	-3%	-17	.	.
O=C(NC(Cc1ccccc1)C(=O)O)/C(=C/c1ccc([N+](=O)[O-])cc1)NC(=O)c1ccccc1Br (stereo not drawn)	-22%	-11%	4%	-9%	59	17%	1%
CCOc1cc(C(=O)N2CCc3c([nH]c4ccccc34)C2c2ccccc2)cc(OCC)c1OCC (stereo not drawn)	.	.	1%	-3%	-19	.	.
COc1ccccc1CNC(=O)CSc1ccc(-c2cccc([N+](=O)[O-])c2)nn1	-22%	0%	1%	1%	-29	-15%	-1%[11.5 µM]
CCOC(=O)N1CCN(C(=O)CSc2nnc(Cc3cccn3C)n2CCc2ccccc2)CC1	170%[activator]	.	-2%	-8%	24	-11%	-6%
CCc1ccc(OCC(=O)Nc2ccc(-c3cc4ccccc4oc3=O)c(OC)c2)cc1	-27%	?	-7%	-8%	-15	41%	2%
COc1ccc(S(=O)(=O)N2CCCCCC2)cc1C(=O)OCC(=O)NC1CCS(=O)(=O)C1 (stereo not drawn)	16%	7%	.	-2%	-38	-9%	.
O=C(Nc1cccc(C(F)(F)F)c1)OC1CN2CCC1CC2 (stereo not drawn)	-4%	-30%	-4%	3%	.	19%	-2%
c1ccc(-c2nnc(SCc3nnc(-c4cccs4)o3)o2)cc1	-23%	-7%	-8%	-9%	-37	-5%	2%
CC(=O)Nc1ccc(S(=O)(=O)NCc2cn3c(C)csc3n2)cc1	-31%	-1%	4%	-10%	-2	-2%	-2%

canonical_smiles	AmpC inh no detg	HCV inh	AmpC inh detg	TbPYK inhibitor	HCMV inh	AMA1-RON2 inh	LmPK inhibitor
Cc1ccc(OCC(=O)Nc2cccc(S(=O)(=O)N3CCOCC3)c2)c([N+](=O)[O-])n1	-9%	-16%	1%	-2%	17	20%	0%
COc1ccc2sc(N(Cc3cccnc3)C(=O)COc3ccccc3)nc2c1	.	.	0%	1%[15.4 µM]	0	.	.
Cc1cc(C)cc(NC(=O)C2CCCN(S(=O)(=O)c3ccc4[nH]c(=O)ccc4c3)C2)c1 (stereo not drawn)	0%	-22%	-11%	2%	-12	8%	2%
CC(C)CN(C(=O)COC(=O)c1ccc(Br)o1)c1c(N)n(Cc2ccccc2)c(=O)[nH]c1=O	-26%	15%	-3%	-6%	-31	0%	.

# Results in AmpC inh no detg, AmpC inh detg and HCV inh (two entries from above):
compound | AmpC inh no detg | AmpC inh detg | HCV inh
NNC(=O)c1ccc(S(=O)(=O)N2CCc3ccccc32)cc1 | -31% | -1% | 3%
N#C/C(=C(/O)COc1ccccc1)c1nc2ccccc2s1 | -20% | ? | 14%
